TDP1 inh: qHTS Assay for Inhibitors of Tyrosyl-DNA Phosphodiesterase (TDP1) | Tyrosyl-DNA phosphodiesterase 1 (Homo sapiens), Q9NUW8 | recombinant TDP1, AlphaScreen DNA substrate cleavage | Potency, µM (top dose mostly 130 µM), for inactives: top-dose activity change, negative = inhibition, actives largely listed as inhibitors | 0.28% of 350,000 active | AID 485290, 2010; also: nearly all actives have a fitted effect of over 40% in size
Target sequence (Q9NUW8 whole entry, looked up): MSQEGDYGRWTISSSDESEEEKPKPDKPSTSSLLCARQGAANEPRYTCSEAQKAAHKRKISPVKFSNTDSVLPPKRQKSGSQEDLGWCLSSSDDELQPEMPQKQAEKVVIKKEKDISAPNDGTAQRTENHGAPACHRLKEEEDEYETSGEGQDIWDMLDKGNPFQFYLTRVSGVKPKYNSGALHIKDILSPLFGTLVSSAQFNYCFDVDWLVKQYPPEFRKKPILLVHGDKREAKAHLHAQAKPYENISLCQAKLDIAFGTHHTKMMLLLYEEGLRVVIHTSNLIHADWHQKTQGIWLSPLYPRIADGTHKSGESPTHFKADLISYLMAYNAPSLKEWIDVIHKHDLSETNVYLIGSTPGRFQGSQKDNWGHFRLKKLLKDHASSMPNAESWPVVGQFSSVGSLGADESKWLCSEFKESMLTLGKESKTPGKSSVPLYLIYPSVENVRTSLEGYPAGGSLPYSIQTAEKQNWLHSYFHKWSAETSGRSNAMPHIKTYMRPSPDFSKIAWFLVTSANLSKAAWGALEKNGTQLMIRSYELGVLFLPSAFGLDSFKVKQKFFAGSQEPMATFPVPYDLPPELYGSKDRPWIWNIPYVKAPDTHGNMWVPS
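Compounds were preincubated with Tdp1 (1 nM final) for 15 min at room temperature before substrate (15 nM final) started a 5 min reaction; beads (10 ug/ml final) were then added for 10 min before AlphaScreen detection.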
N370S GC mod: qHTS Assay for Inhibitors and Activators of N370S glucocerebrosidase as a Potential Chaperone Treatment of Gaucher Disease; Lysosomal acid glucosylceramidase (Homo sapiens), P04062; 0.092% of 330,000 active; Potency, µM (series often up to 59.4 µM), inactives show top-dose activity change, negative = inhibition, most hits filed as inhibitors; N370S GC spleen homogenate, 4MU-glucoside fluorescence;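 also: 0% = full enzyme activity and -100% = no enzyme basal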
TDP1 cell noCPT: qHTS for Inhibitors of human tyrosyl-DNA phosphodiesterase 1 (TDP1): qHTS in cells in absence of CPT | DT40 Tdp1-/- hTDP1 cells, no CPT, ATP luminescence, 48 h | Potency, µM (top dose mostly 46.2 µM), for the others: at the top dose activity change, negative = growth inhibition, usual class: inhibitors | 15% of 420,000 active | AID 686978, 2013; also: nearly all actives have a fitted effect of over 55% in size
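Chicken DT40 Tdp1-/- cells complemented with human TDP1, screened without camptothecin (DMSO vehicle only), 400 cells/well. Compounds pin-transferred, cells incubated at 37 °C for at least 48 hr. Growth read as ATP-dependent luminescence (CellTiter-Glo, 30 min at RT).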
* = called active by the depositor; ? = inconclusive; nt = not tested or not shown; & = joins results of further samples; [ ] = dose if it differs, or a comment. Calls follow the shape of the dose curve; as a rule, active = well fitted curve in the direction sought with a large enough effect; inconclusive = small, poorly fitted or top-dose-only effect, or another doubt; inactive = no such curve, though single readings can be large; an effect the other way counts as inactive or inconclusive. Unless noted, % is scaled to controls: 0 for no effect and ±100 for the full control effect; potency is read from the fitted curve at half-maximal effect. This is a subset (hit frequency here may not be typical).

SMILES,TDP1 inh,N370S GC mod,TDP1 cell noCPT
COC(=O)c1cc(NC(=O)COC(=O)C2COc3ccccc3O2)cc(C(=O)OC)c1 (stereo not given),2%,nt,-8%
CCOc1ccccc1NC(=O)c1oc2ccccc2c1NC(=O)C1CCCO1 (stereo not given),1%,25%,9.2µM*
CCOc1ccc(/C=C2\SC(=S)N(C(C(=O)O)c3ccccc3)C2=O)cc1OC (stereo not given),nt,-1%,-2%
O=C1C2C3C=CC(C2C(=O)N1c1cccc(O)c1)C1C2C(=O)N(c4cccc(O)c4)C(=O)C2C31 (stereo not given),0%,-3%,2%
Cc1ccc2[nH]cc(C(=O)CN3CCC4(CC3)OCCO4)c2c1,4%[56.1 µM],0%,-14%
O=[N+]([O-])c1ccc(N2CCCCC2)nc1,-3%,7%,18%
Cc1cc(C(F)F)n2nc(C(=O)Nc3ccccc3F)nc2n1,0%,5%,-1%
C=C1OC(CO)(n2cnc3c(N)ncnc32)C(O)C1O (stereo not given),0%&-4%,0%,?
Cc1ccc(S(=O)(=O)N2CCOCC2)cc1C(=O)OCC(=O)N1CCCCC1,-2%,nt,-24%
Cc1ccc(C(=O)Nc2ccncc2)c(Cl)c1,nt,-7%,?

Single records, as listed above. Values in the order: TDP1 inh, N370S GC mod, TDP1 cell noCPT
Listed for Cc1cc(C(F)F)n2nc(C(=O)Nc3ccccc3F)nc2n1 = 0%, 5%, -1%
Listed for COC(=O)c1cc(NC(=O)COC(=O)C2COc3ccccc3O2)cc(C(=O)OC)c1 (stereo not given) = 2%, nt, -8%
Listed for Cc1ccc(S(=O)(=O)N2CCOCC2)cc1C(=O)OCC(=O)N1CCCCC1 = -2%, nt, -24%
Listed for O=C1C2C3C=CC(C2C(=O)N1c1cccc(O)c1)C1C2C(=O)N(c4cccc(O)c4)C(=O)C2C31 (stereo not given) = 0%, -3%, 2%
Listed for C=C1OC(CO)(n2cnc3c(N)ncnc32)C(O)C1O (stereo not given) = 0%&-4%, 0%, ?

(list continues)
SMILES,TDP1 inh,N370S GC mod,TDP1 cell noCPT
COc1cc(C(=O)NCc2nnc(SCC(=O)c3ccccc3)o2)cc(OC)c1OC,1%,-8%,-22%
[O-]/[N+](=C\c1ccco1)c1ccc(Cl)cc1,4%,-5%,?
O=c1cc(CO)oc2ccccc12,2%,nt,3%
COc1cc(-c2cc3nc(C)c(C)c(=O)n3[nH]2)cc(OC)c1OC,1%,2%,-40%
CCc1ccc(S(=O)(=O)N2CCN(Cc3ccco3)CC2)cc1,2%,-1%,?
CCn1cc(C(=O)NC2CCCc3c2cnn3-c2cccc(C)c2C)cn1 (stereo not given),0%,-3%,nt
O=c1c2ccccc2nc2sc(Nc3cccc(C(F)(F)F)c3)nn12,-3%,nt,-5%
O=C(c1ccoc1)N1CCC2(CC1)Oc1ccc(F)cc1C(=O)C21CC(c2cccnc2)=NO1 (stereo not given),4%,-8%,?
CC1=C(C(=O)OC2CCC(C)CC2)C(c2ccc(O)c([N+](=O)[O-])c2)NC(=O)N1 (stereo not given),nt,-5%,-14%
Cc1ccc(-c2nc3c(c(=O)[nH]c(=O)n3CC(C)C)n2CC(C)C)cc1[N+](=O)[O-],6%,?,29µM*
COc1ccc(-c2csc(/C(C#N)=C\c3ccc(OC)c([N+](=O)[O-])c3)n2)cc1,-1%,-23%,?
Cc1cnc(C(=O)Nc2cc(F)ccc2C)cn1,1%,-21%,?
CCCCCCOc1ccc(N2C(=O)CC(S/C(N)=N/N=C(\C)c3cccs3)C2=O)cc1 (stereo not given),7%,18%,-28%
CC(C)(C)NC(=O)NC(=O)COC(=O)CNS(=O)(=O)/C=C/c1ccccc1,3%,9%,-20%
CCC1CCCCN1S(=O)(=O)c1ccc(NC(=O)c2nc(S(C)(=O)=O)ncc2Cl)cc1 (stereo not given),9%,-11%,2.6µM*
CCOC(=O)c1cccc(NC(=O)CSc2nnc(C)n2Cc2ccccc2)c1,6%,-6%,-10%
Nc1cc(N)nc(SCc2cccc(F)c2)n1,1%,0%,3%
Cc1cc(NC(=O)COC(=O)c2ccc(C)c(C)c2)no1,-2%,nt,2%
CCOc1ccc(-c2nnn(CC(=O)c3cc(OC)ccc3OC)n2)cc1,-5%,?,?
O=C(CNc1n[nH]c(=O)[nH]c1=O)N/N=C/c1ccccc1,0%,0%,12%
CCc1nc(C)c(C#N)c2cc(OC)c(OC)cc12,9%,4%,-17%
CCOc1ccc(NS(=O)(=O)c2cc3c(cc2C)N(C)CCO3)cc1,nt,2%,21µM*
Cc1cccc(-c2nnc(SCC(=O)C(C)(C)C)n2C)c1,0%,24%,?
CC1(C)C2CC=C(/C=N/NC(=O)C(N)=O)C1C2 (stereo not given),8%,10%,-12%
CN(c1ccc(OCC(=O)N2CCN(c3ccc(F)cc3)CC2)cc1)S(=O)(=O)c1cccs1,8%,1%,26µM*
Fc1ccccc1-c1ccc(-c2nc3ccc(Cl)cn3c2Nc2ccc(Cl)cc2)o1,7%,nt,3.5µM*
COC(=O)c1cc(OC)c(OC)c(OC)c1NC(=O)c1cc(=O)n(C)c(=O)n1C,7%,nt,-4%
FC(F)(F)c1cccc(-c2nc(COc3ccc(Cl)cc3Cl)no2)c1,1%,-12%,-4%
Cc1ccc(Nc2nc3nonc3[nH]c2=O)cc1C,-1%,4%,?
CCC(C)NS(=O)(=O)c1ccc(NC(=O)c2c(-c3ccccc3)noc2C)cc1 (stereo not given),2%,-8%,?
C#Cc1ccc(CN2CCC(Oc3ccc(C(=O)NCc4ccccn4)cc3)CC2)cc1,6%[56.1 µM],-5%,-28%
Cc1[nH]c(C)c(S(=O)(=O)Nc2ccc(F)cc2Cl)c1C(=O)N1CCCC1,5%,-19%,?
CCOc1cc(CNCCCN2CCOCC2)cc(Br)c1OCC(=O)Nc1cccc(C(F)(F)F)c1,0%,-24%,4.1µM*
Cc1cccn2c(=O)c3cc(S(=O)(=O)c4ccccc4)c(=N)n(Cc4ccc(F)cc4)c3nc12,1%,-1%,-24%
O=c1c2sccc2nc(SCc2cc(=O)n3cc(Cl)ccc3n2)n1-c1ccc(F)cc1,3%,4%,?
COC(=O)c1cc(OC)c(OC)cc1NCC(=O)Nc1ccc(OC)c(OC)c1,0%,-6%,13µM*
c1ccc(OCc2nc(-c3ccncc3)no2)cc1,1%,16%,-6%
Cc1cc(C)nc(NS(=O)(=O)c2ccccc2)n1,3%,-3%,-1%
COC(=O)c1ccc(NC(=O)CN2C(=O)c3cccc4cccc2c34)cc1,0%,nt,-21%
O=C(Nc1ccccn1)c1ccc(S(=O)(=O)N2CCCC2)cc1,1%,-4%,-18%
O=C(c1ccc(CS(=O)Cc2ccc(Cl)cc2)o1)N1CCN(c2ccccc2F)CC1 (stereo not given),8%,-1%,?
CCc1nnc(NC(=O)CCC(=O)N2CCN(Cc3ccc(C)cc3C)CC2)s1,6%,-10%,18µM*
CSCCC(NC(N)=O)C(=O)Nc1cccc(C#N)c1 (stereo not given),0%,-7%,-1%
CCOc1ccccc1C1NC(=O)c2ccccc2O1 (stereo not given),nt,-9%,-20%
Cc1cccc(C)c1NC(=O)[C@@]1(CC(=O)O)CC(/C=C/c2ccccc2)=NO1,nt,-21%,-19%
Cc1c(NC(=O)C(C)Oc2cccc(Cl)c2)c(=O)n(-c2ccccc2)n1C (stereo not given),1%[0.505 µM],4%,-6%
COc1ccc(/C=C2/C(=O)N=C(N)N2C)cc1OC,7%,-9%,7%
CCc1ccccc1Nc1nn2c(=O)c3ccc(C(=O)NCc4ccc(C)cc4)cc3nc2s1,0%,nt,8.2µM*
CN(C)Cc1ccccc1-c1nc(NCc2cccs2)c2ccccc2n1,nt,1%,21µM*
O=C(NC(NC(=S)Nc1ccc(F)c([N+](=O)[O-])c1)C(Cl)(Cl)Cl)C(c1ccccc1)c1ccccc1 (stereo not given),17%&19%,-19%&1%,nt

Other results
SMILES,TDP1 inh,N370S GC mod,TDP1 cell noCPT
CCCn1nc2cc(C(=O)NCc3ccccc3)ccc2c1OCC,2%,7%,8%
COc1ccc(-c2[nH]ncc2CN2CCCOc3c(cccc3OC)C2)c(OC)c1,0%,5%,-17%
Cc1nc2sc(C(c3ccc(F)cc3)N3CCN(C(=O)c4ccco4)CC3)c(O)n2n1 (stereo not given),3%,-1%,-19%
CCC(C)(C)NC(=O)/C=C/c1cnc2ccccc2n1,2%,0%,?
CN(C(=O)COC(=O)CNC(=O)c1ccccc1Cl)c1ccccc1,8%,-11%,17%
O=c1c(Cl)c(NCCO)ncn1-c1ccccc1,1%[56.1 µM],2%,-4%
Cc1nn(CC(=O)NC2CCS(=O)(=O)C2)c(C)c1[N+](=O)[O-] (stereo not given),0%,nt,3%
CCN1/C(=C2/SC(=S)N(NC(C)=O)C2=O)Sc2ccccc21,nt,?,-5%
Cc1ccc2c(CN3C(=O)NC4(CCCCC4)C3=O)cc(=O)oc2c1C,-2%,14%,?
Cc1ccc(C(=O)Nc2ccccc2N2CCCCC2)cc1,nt,-6%,?
Cc1noc(C)c1-c1ccc2ncnc(NC3CC3)c2c1,nt,-7%,21µM*
COc1ccccc1C(=O)N(Cc1nc(-c2ccc(Cl)cc2)no1)C(C)C,0%,?,16µM*
NS(=O)(=O)c1ccc(CNc2ncnc3sccc23)cc1,0%,-13%,?
CC(OC(=O)c1cc[n+]([O-])cc1)C(=O)Nc1ccc(Cl)cn1 (stereo not given),5%,4%,-10%
CCc1ccc(-c2nc(C(N)=O)c3[nH]c(=O)n(-c4ccccc4OC)c3n2)cc1,-1%,6%,2.6µM*
Cc1csc(=S)n1-c1ccccc1,-2%,8%,-3%
CCN(C(=O)C1CCN(S(=O)(=O)c2ccc3c(c2)CCCN3C(C)=O)CC1)c1cccc(C)c1,-7%,nt,23µM*
O=C(O/N=C(\c1ccccc1)c1ccccn1)c1ccc(Cl)c(Cl)c1,3%,4%,-1%
O=C(NCC1CCCO1)c1cccc(S(=O)(=O)Nc2ccc(F)cc2)c1 (stereo not given),-2%,nt,-29%
COc1ccc2cc(C#N)c(Nc3cccc(F)c3)nc2c1,1%,6%,-3%
COc1cc2sc(C)nc2cc1C,5%,5%,2%
COC(=O)c1cc2oc(C)cc2n1Cc1cc(C)ccc1C,1%,nt,?
O=c1[nH]c(SCc2ccccc2)nc2c1sc1ccccc12,2%,-29%,-5%
CCOc1ccccc1C1CC(c2cccs2)=NN1S(C)(=O)=O (stereo not given),5%,10%,?
CCOC(=O)C1=C(N)Oc2cc(O)ccc2C1c1cccc(Cl)c1 (stereo not given),6%,-2%,?
COc1ccc2c(c1)c1c(c(=O)n(CCc3ccccc3)c(=O)n1Cc1ccc(Cl)cc1)n2C,-3%,nt,-9%
Cc1ccccc1OCC(=O)N/N=C/c1c(C)nn(-c2ccccc2)c1Cl,nt,-2%,13%
Cc1cc(C(=O)NNC(=O)C(C)NS(=O)(=O)c2ccccc2F)c(C)o1 (stereo not given),2%,nt,0%
CCc1ccc(NC(=O)Cn2c3ncccc3c(=O)n2-c2ccc(C)c(C)c2)cc1,0%,nt,?
Cc1cc(O)ccc1Nc1nc(-c2cccnc2)cs1,nt,-20%,-52%
O=C(NCCC1=CCCCC1)C1CCN(c2nnc(-n3cccc3)s2)CC1,5%,-6%,?
COCCOC(=O)C1=C(N)Oc2c(oc(CO)cc2=O)C1c1c(F)cccc1Cl (stereo not given),4%,3%,-4%
CC(=O)/C(=N\Nc1ccccc1)Oc1ccc([N+](=O)[O-])cc1,-7%,8%,6%
O=C(Nc1ccc(Cl)cc1Cl)c1cc2ccccc2o1,nt,6%,-15%
N#C/C(=C\c1cccnc1)c1ccccn1,nt,-1%,-4%
CCC(=O)Nc1ccc(NC(=O)c2ccccc2Cl)nc1,5%,-6%,-15%
Cc1ccc(NC(=O)N2CCc3ccccc32)cc1,3%[56.1 µM],30%,?

Screens as filed in PubChem BioAssay.
